Screening data from PubChem.
HT1080 IDH1KD tx: HT-1080 IDH1 knockdown cell toxicity (counter line). HT-1080 IDH1 knockdown viability, ATP luminescence, 48 h. Potency, µM (titrated, usually from 46.1 µM), for the others: at the top dose activity, negative = toxicity, usual class: cytotoxic. hit rate 2% among 360,000. AID 686971;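 also: potency is read from the fitted curve at half-maximal effect; 0% = DMSO wells and -100% = cell-free medium wells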
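Viability of IDH1-knockdown HT-1080 fibrosarcoma cells was assessed by CellTiter-Glo after 48 h at 37 °C with titrated compound; concentration-effect curves were classified by fit quality and response size.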
IL-1B inflam inh: inhibitors of inflammasome signaling (IL-1 beta secretion) | THP-1 LPS/ATP IL-1B secretion, AlphaLISA, 16 h; stronger effect = lower value | activity change, % at 57.5 µM | hit rate 4.7% among 360,000; in the data active = activity change below about -50%; inconclusive = mostly about -30% to -49%; also: % is scaled to controls: 0 for no effect and ±100 for the full control effect
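THP-1 cells pretreated 1 hr with compounds (up to 57.5 uM final), then stimulated with LPS (250 ng/mL final) plus ATP (1.25 mM final); secreted IL-1B measured by AlphaLISA after 16 hr, decreased signal indicating inhibition.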
ATXN viability: cell viability loss in ATXN counter-screen. S2 cells (HEK-293 line with an ATXN2-luciferase reporter) viability, CellTiter-Fluor protease fluorescence, 24 h. Potency, µM (highest dose often 56.7 µM), hits mostly cytotoxic. hit rate 0.49% among 400,000; also: potency is read from the fitted curve at half-maximal effect; nearly all actives have a fitted effect of over 40% in size
ATXN2 expr inh: inhibitors of ATXN2 expression; Potency, µM (titrated, usually from 57 µM), inactives show at the highest dose activity change, negative = inhibition, most hits filed as inhibitors; HEK-293 ATXN2-luciferase reporter, luminescence, 24 h; hit rate 0.72% among 360,000; AID 1745845; also: potency is read from the fitted curve at half-maximal effect; % is scaled to controls: 0 for no effect and ±100 for the full control effect; nearly all actives have a fitted effect of over 55% in size
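qHTS (up to 57 uM final) was run with 24 h compound exposure of reporter cells at 37 °C. Each well was multiplexed: SteadyGlo luminescence measured ATXN2-luciferase expression after a fluorogenic Gly-Phe-AFC viability readout (25 uM final).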
MCF10A rerep: induces DNA re-replication in MCF 10a normal breast cells; MCF 10A DNA re-replication, Hoechst nuclear intensity, 48 h; Potency, µM (top dose mostly 46.1 µM), without a hit: top-dose activity, positive = re-replication, hits mostly activators; hit rate 2.9% among 350,000; also: potency is read from the fitted curve at half-maximal effect; % of control where 0% means no effect; nearly all actives have a fitted effect of over 50% in size
HT1080NT lethal: kills 2HG-producing HT-1080-NT fibrosarcoma cells; HT-1080-NT fibrosarcoma viability, CellTiter-Glo ATP luminescence, 48 h; Potency, µM (doses to about 46.1 µM), for inactives: at the top dose activity, negative = less viability, most hits filed as cytotoxic; hit rate 1.6% among 360,000;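 also: NT is the 2HG producing partner of a matched IDH1 knockdown line; potency is read from the fitted curve at half-maximal effect; 0% = DMSO-treated cells and -100% = media-only wells without cells; nearly all actives have a fitted effect of over 55% in size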
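Viability by CellTiter-Glo luminescence after 48 h compound exposure at 37C of HT-1080-NT cells (750/well, RPMI, 5% FBS). % activity scaled between DMSO wells and medium-only wells, then curve-fitted and categorized by curve class.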
SW480 rerep: DNA re-replication induction in SW480 cells; Potency, µM (top dose mostly 46.1 µM), without a hit: top-dose re-replication activation, hits mostly activators; SW480 DNA re-replication, Hoechst DNA content imaging, 48 h; hit rate 1.8% among 340,000; also: potency is read from the fitted curve at half-maximal effect; % of control where 0% means no effect; nearly all actives have a fitted effect of over 55% in size
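Treated cells incubate 48 hr (37 C, 5% CO2), are stained 40 min with Hoechst, and nuclear fluorescence is enumerated; a rise in nuclei with high DNA signal marks re-replication.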
KB-V1 MDR tox: KB-V1 MDR subline cytotoxicity. KB-V1 MDR cells viability, CellTiter-Glo, 72 h. Potency, µM (titrated, usually from 46.1 µM), for inactives: top-dose activity change, negative = cytotoxicity, actives largely listed as cytotoxic. hit rate 3.4% among 400,000; also: potency is read from the fitted curve at half-maximal effect; % is scaled to controls: 0 for no effect and ±100 for the full control effect; nearly all actives have a fitted effect of over 60% in size
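Cytotoxicity toward P-gp-expressing KB-V1 cells was determined as loss of CellTiter-Glo luminescence after 72 h at 37 degrees C. Compounds were tested in quantitative HTS format across a concentration range, with curves fitted to normalized data.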
KB-3-1 tox: kills parental KB-3-1 adenocarcinoma cells | KB-3-1 viability, CellTiter-Glo ATP luminescence, 72 h | Potency, µM (highest dose often 46.1 µM), for the others: at the highest dose activity change, negative = cytotoxic, hits mostly cytotoxic | hit rate 1.4% among 400,000; also: potency is read from the fitted curve at half-maximal effect; % is scaled to controls: 0 for no effect and ±100 for the full control effect; nearly all actives have a fitted effect of over 60% in size
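Multi-concentration cytotoxicity screen in KB-3-1 cells grown in DMEM lacking phenol red with 10% FBS. After 72 h at 37 °C with compound, ATP-dependent luminescence was recorded.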
Active calls of the source: *; i = inactive; ? = inconclusive; . = not tested or not shown; & = joins results of further samples; [ ] = dose if it differs, or a comment. Unless noted, calls follow the shape of the dose curve; as a rule, active = well fitted curve in the direction sought with a large enough effect; inconclusive = small, poorly fitted or top-dose-only effect, or another doubt; inactive = no such curve, though single readings can be large; an effect the other way counts as inactive or inconclusive. This is a random part of the collection; about 11% have a hit in one of these screens.

Every second line gives: HT1080 IDH1KD tx, IL-1B inflam inh, ATXN viability, ATXN2 expr inh, MCF10A rerep, HT1080NT lethal, SW480 rerep, KB-V1 MDR tox, KB-3-1 tox
Cc1cc(NC(=O)CSc2ccc(-c3cccc([N+](=O)[O-])c3)nn2)no1
→ -24%, 48, ?, -16%, 0%, 0%, -5%, -8%, 18%
O=C(NCc1ccccc1)c1cc(C2CCCCN2C(=O)CCCc2ccccc2)on1 (configuration not stated)
→ 20%, -15, i, -7%, ., -6%, ., -12%, -7%
O=C(COC(=O)c1c[nH]c2ccccc12)Nc1ccccc1
→ 2%, 3, i, 2%, 0%, 1%, -4%, 3%, -15%
CN(Cc1ccccc1)S(=O)(=O)c1ccc2c(c1)n(C)c(=O)n2C
→ -18%, 16, i, 19%, 8%, -1%, -1%, ?, -1%
Cc1cc(OCC(=O)c2ccc(F)cc2)ccc1N1C(=O)CCC1=O
→ 11%, 18, i, 21%, 6%, 18%, 3%, 15%, 17%
O=C(Nc1cc2c(=O)n(-c3ccc(Oc4ccccc4)cc3)ccc2oc1=O)c1ccccc1
→ 4%, 13, ., -32%, 5.2µM*, 15%, ?, 4%, -3%
COc1ccc(-c2nnc(SC(C)C#N)o2)cc1 (configuration not stated)
→ 17%, 0, ?, 27%, -2%, 19%, 1%, 3%, 3%
Cn1c(=O)oc2cc(S(=O)(=O)N3CCN(c4ccccc4)CC3)ccc21
→ 5%, 21, i, 13%, -1%, -3%, -4%, 0%, 5%
CCc1ccc(NC(=O)COC(=O)C2(c3ccc(Cl)cc3)CCCC2)cc1
→ -17%, 9, ?, ?, 14%, -6%, ?, 18µM*, ?
CC1CCCCN1S(=O)(=O)c1ccc(C(=O)Nc2nnc(-c3cccs3)o2)cc1 (configuration not stated)
→ 8.2µM*, 16, ?, ?, ?, ?, ?, ?, 9.2µM*
CC(C)N(Cc1nc(-c2ccccc2)no1)C(=O)Cc1ccccc1
→ -1%, -5, ?, -7%, 2%, 2%, -4%, 8%, 11%
CN(C(=O)/C=C/c1ccc2c(c1)OCO2)c1ccccc1
→ -10%, -3, i, 103%[activator], -1%, 0%, -4%, ?, 13%
CCC(=O)Nc1nc2cc(OC)ccc2s1
→ -1%, -6, i, 14%, -188%[0.0737 µM], -3%, 5%, 1%, -12%
O=C(COc1ccc(S(=O)(=O)N2CCCC2)cc1)NCc1ccccn1
→ -1%, -11, i, 0%, -14%, -5%, -14%, 0%, -3%
COc1ccccc1C(=O)N1CCN(c2ccccn2)CC1
→ 6%, 17, i, 0%, ?, 12%, 0%, -22%, 6%
N#C/C(=C\c1c[nH]c2ccccc12)C(=O)NCC1CCCO1 (configuration not stated)
→ 15%, -14, i, 36%, -2%, 11%, -2%, -16%, -15%
CC(C)NC(=O)C1CCN(C2CCN(Cc3nc(C(C)C)cs3)CC2)CC1
→ 5%, 12, i, -8%[11.3 µM], 1%, 5%, 4%, 0%, -5%
Cc1ccc(S(=O)(=O)N2CCCCC2)cc1NC(=O)c1c(-c2ccccc2)noc1C
→ 2%, 29, i, -20%, 14%, -1%, -1%, -19%, 2%
Cc1ccc(C)c(CC(=O)N2CCCCC2c2cc(C(=O)Nc3cccc(C#N)c3)no2)c1 (configuration not stated)
→ ?, 20, i, 11%, ., ?, ., -3%, -6%
c1ccc(-c2nnc(C(c3ccccc3)c3ccccc3)o2)cc1
→ 0%, -9, i, 15%, ?, -1%, 8%, ?, 0%
O=C(Nc1ccc(Br)cc1)C1CCCC1
→ -8%, -4, i, 5%, 1%, 1%, -3%, 3%, 11%
N#Cc1c(-c2cccs2)cc(-c2cccs2)[nH]c1=O
→ 16%, -10, i, -21%, ?, 16%, -3%, 10%, -6%
N#C/C(C(=O)NCc1ccccc1)=C1\SC(CCO)C(=O)N1c1ccccc1 (configuration not stated)
→ -1%, -9, i, 4%, 8%, -1%, 2%, 0%, 11%
CCN(CC)CCN1C(=O)C(O)=C(C(C)=O)C1c1ccc(OC)c(OC)c1 (configuration not stated)
→ 18%, 10, i, 4%, 0%, 13%, -6%, 7%, 13%
COc1ccc(OCCCC(=O)OCC(=O)Nc2nnc(-c3ccccc3)o2)cc1
→ -2%, 0, i, 3%, 3%, -2%[9.24 µM], -40%[inhibitor], ?, -6%
O=C(Nc1ccccc1F)c1ccc([N+](=O)[O-])s1
→ ?, -68*, i, -25%, ?, ?, 15µM*, ?, ?
COc1ccc(F)cc1S(=O)(=O)NCC(c1ccco1)N1CCc2ccccc2C1 (configuration not stated)
→ -6%, 11, i, 4%, -4%, -8%, -20%, 4%, -4%
CCC(C)n1cnc2c(=O)oc3ccccc3c21 (configuration not stated)
→ 0%, 11, i, 6%, 6%, 1%, -4%, 16%, -4%
S=c1[nH]nc(-c2ccccc2)n1/N=C/c1c[nH]c2ccccc12
→ -12%, 2, ?, -11%, 10%, -14%, -4%, ?, 0%
N#CC1=C(S)N(c2ccccc2)C(c2ccc(-c3cc(Cl)ccc3Cl)o2)NC1=O (configuration not stated)
→ 0%, -2, i, 1%, ?, 10%, -10%&12%, ?, -1%
O=c1[nH]c(=O)n(Cc2ccccc2)c2c1C(C(F)(F)F)(C(F)(F)F)N=C(c1ccco1)N2
→ -19%, -16, i, 7%, 6%, -9%, -5%, ?, ?
CCN(CC)CCNC(=O)c1ccc2c(c1NCCO)C(=O)c1ccccc1C2=O
→ ?, -53*, 7.9µM*, ., -1%, ?, ?, 7.3µM*, ?
Cc1cccnc1N1C(=O)c2ccc(C(=O)O)cc2C1=O
→ 14%, 52, i, 5%, 1%, 9%, -4%, 29%, 1%
CCCS(=O)(=O)NC(=O)C1(C)CCCN(C(=O)c2ccncc2)C1 (configuration not stated)
→ 14%, 0, i, 26%, ., ?, ., -1%, 0%
Cc1noc(C)c1-c1ccc2ncnc(NC(C)c3ccco3)c2c1 (configuration not stated)
→ ., ., i, 50%[activator], 126%, ., -1%, -27%, ?
Cc1sc(NC(=O)/C=C/C(=O)O)c(C(N)=O)c1-c1ccc(C(C)(C)C)cc1
→ 21µM*, -91*, i, -16%, 21µM*, ?, ?, 0%, 0%
COc1cc(NS(=O)(=O)c2ccc(NC(=S)NC(C)=O)cc2)nc(OC)n1
→ 4%, 16, i, ., -1%, 1%, -18%, ?, -7%
Cc1ccc(NC(=O)CN(C)c2ccc(S(=O)(=O)N3CCCC3)cn2)cc1
→ -5%, 6, i, -10%, -2%, -1%, -6%, ?, -19%
CCN(CC)c1ccc(C(=O)NNC(=O)c2cccn2C)cc1
→ -1%, 1, i, 20%, -29%, 2%, ?, ?, -8%
COc1cccc(CNC(=O)COC(=O)c2nc(Cl)c(Cl)c(Cl)c2Cl)c1
→ -28%, -101*, ?, -38%, 7.3µM*, ?, 12µM*, -19%, ?
Fc1ccc(CNc2nc(-c3ccccc3)nc3ccccc23)cc1
→ -18%, -62*, i, -11%, ?, ?, -44%[inhibitor], 9%, 2%
O=C(O)C1OC1(c1ccccc1Cl)c1ccccc1Cl (configuration not stated)
→ 2%, -14, i, 12%, 2%, 4%, -3%, 0%, 10%
CC1=C(C(=O)OC2CCCCCC2)C(c2cccc(Cl)c2)CC(=O)N1 (configuration not stated)
→ ., ., i, -29%, ., ., ., -33%, ?
CC1(C)CC(NC(=O)c2coc(=O)c(Br)c2)CC(C)(C)N1
→ 5%, -15, i, 4%, 18µM*, 10%, ?, 0%, 16µM*
COc1ccc(C2CC(c3cccc(C(F)(F)F)c3)=NN2c2ccc(S(N)(=O)=O)cc2)cc1 (configuration not stated)
→ -28%, ?, ., ?, ?, ?, ?, ?, ?
Nc1c(-c2nc(-c3ccccc3Cl)no2)nnn1-c1ccccc1C(F)(F)F
→ ., ., i, 34%, ., ., ., 1%, -1%
Cc1cc2c(cc1S(=O)(=O)CCC(=O)NCCc1ccccc1)OCC(=O)N2
→ 3%, 5, i, 3%&3%, 0%, 23%, 2%, 0%&1%, 11%&19%
CCCNC(=O)CC(NS(=O)(=O)c1ccc(OC)cc1)c1ccco1 (configuration not stated)
→ 28%, -1, i, 22%, -3%, 22%, -1%, 3%, 2%
CCCCC(=O)Nc1ccc(C(=O)NCC(=O)OC)cc1
→ 4%, 4, i, 2%, -3%, 4%, -9%, 6%, -22%
Cc1ccc(O)c(NC(=O)CCCC(=O)O)c1
→ -1%[9.24 µM], 9, i, 3%, 24%, 8%, -2%, 8%, -9%
CC1=CC(C)C2(CO)COC(c3ccc(O)cc3)C1C2C (configuration not stated)
→ -15%, 31, i, 3%, ?, -4%, 12%, 0%, 0%

As a working copy, some entries already given:
Every second line gives: HT1080 IDH1KD tx, IL-1B inflam inh, ATXN viability, ATXN2 expr inh, MCF10A rerep, HT1080NT lethal, SW480 rerep, KB-V1 MDR tox, KB-3-1 tox
O=C(COc1ccc(S(=O)(=O)N2CCCC2)cc1)NCc1ccccn1
→ -1%, -11, i, 0%, -14%, -5%, -14%, 0%, -3%
COc1ccccc1C(=O)N1CCN(c2ccccn2)CC1
→ 6%, 17, i, 0%, ?, 12%, 0%, -22%, 6%
N#C/C(=C\c1c[nH]c2ccccc12)C(=O)NCC1CCCO1 (configuration not stated)
→ 15%, -14, i, 36%, -2%, 11%, -2%, -16%, -15%
CC(C)NC(=O)C1CCN(C2CCN(Cc3nc(C(C)C)cs3)CC2)CC1
→ 5%, 12, i, -8%[11.3 µM], 1%, 5%, 4%, 0%, -5%
Cc1ccc(S(=O)(=O)N2CCCCC2)cc1NC(=O)c1c(-c2ccccc2)noc1C
→ 2%, 29, i, -20%, 14%, -1%, -1%, -19%, 2%
Cc1ccc(C)c(CC(=O)N2CCCCC2c2cc(C(=O)Nc3cccc(C#N)c3)no2)c1 (configuration not stated)
→ ?, 20, i, 11%, ., ?, ., -3%, -6%
c1ccc(-c2nnc(C(c3ccccc3)c3ccccc3)o2)cc1
→ 0%, -9, i, 15%, ?, -1%, 8%, ?, 0%
O=C(Nc1ccc(Br)cc1)C1CCCC1
→ -8%, -4, i, 5%, 1%, 1%, -3%, 3%, 11%
